Thrombin inh – blocks human thrombin protease activity. P00734. alpha-thrombin, Boc-VPR-AMC fluorogenic substrate cleavage. inhibition, % at 5 µM. actives 0.26% (n = 220,000). AID 1046;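 active = inhibition at or above 40%; inactive = inhibition below 40%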;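 also: 0% = enzyme with no compound and 100% = wells without enzyme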
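signal = AMC fluorescence, 355/460 nm | material = human alpha-thrombin enzyme | control set = enzyme without compound as high, wells lacking enzyme as low | times = reaction at room temperature | read-out basis = percent inhibition scaled between no-compound controls and no-enzyme blanks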
Hck-Nef inh – human Hck-Nef kinase inhibition | P08631 | Recombinant Hck-YEEI plus Nef, Z-Lyte FRET kinase assay | inhibition, % at 20 µM | actives 0.68% (n = 220,000) | AID 463187;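 active = Hck-Nef kinase inhibition above about 50%, limit read from the data; inactive = inhibition below that limit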;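 also: 0% = DMSO with Hck plus Nef and 100% = Hck alone without Nef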
Target sequence (P08631 whole entry, looked up): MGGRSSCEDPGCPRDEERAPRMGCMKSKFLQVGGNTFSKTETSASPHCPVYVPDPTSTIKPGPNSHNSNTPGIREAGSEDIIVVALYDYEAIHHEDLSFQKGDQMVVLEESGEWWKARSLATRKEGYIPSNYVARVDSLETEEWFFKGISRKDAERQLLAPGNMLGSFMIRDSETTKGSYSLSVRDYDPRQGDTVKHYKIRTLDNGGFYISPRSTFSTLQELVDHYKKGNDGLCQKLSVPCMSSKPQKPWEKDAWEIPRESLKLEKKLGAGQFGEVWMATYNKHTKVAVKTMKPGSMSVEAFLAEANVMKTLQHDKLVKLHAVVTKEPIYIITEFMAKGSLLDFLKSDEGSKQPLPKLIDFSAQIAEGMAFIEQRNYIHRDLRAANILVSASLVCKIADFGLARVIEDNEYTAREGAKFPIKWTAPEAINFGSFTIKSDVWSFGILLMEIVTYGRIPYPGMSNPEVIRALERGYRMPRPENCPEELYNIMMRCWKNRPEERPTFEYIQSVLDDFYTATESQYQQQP
TNF necrop inh – blocks TNF-alpha induced death of Jurkat FADD-/- cells. Jurkat FADD-/- TNF necroptosis rescue, ATP luminescence, 24 h; 0 = TNF only, 100 = no-TNF cells. activation (protection from cell death), % at 10 µM. actives 0.068% (n = 220,000). AID 463075;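 active = activation, meaning protection from cell death, of at least 50% relative to plate controls; inactive = activation below 50%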;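 also: necroptosis triggered by 40 ng/mL TNF-alpha added together with compound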
FXIa inh – factor XIa (human) inhibition | P03951 | purified FXIa, Boc-Glu-Ala-Arg-AMC fluorogenic substrate | inhibition, % at 5 µM | actives 0.14% (n = 220,000);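 active = inhibition of at least 40%; inactive = inhibition below 40%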;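 also: fluorescence of freed AMC excited at 355 nm; 0% = enzyme without compound and 100% = no enzyme blank; many of its hits are not listed in these tables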
Rad51 HR inh – blocks human Rad51 in homologous recombination; actives 0.085% (n = 200,000); Q06609; hRad51 DNA strand exchange, fluorescence dequenching; inhibition, % at 10 µM;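 active = inhibition above 40% at the single screening dose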;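 also: 0% = DMSO control wells and 100% = blanks with heterologous ssDNA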
Target sequence (Q06609 whole entry, looked up): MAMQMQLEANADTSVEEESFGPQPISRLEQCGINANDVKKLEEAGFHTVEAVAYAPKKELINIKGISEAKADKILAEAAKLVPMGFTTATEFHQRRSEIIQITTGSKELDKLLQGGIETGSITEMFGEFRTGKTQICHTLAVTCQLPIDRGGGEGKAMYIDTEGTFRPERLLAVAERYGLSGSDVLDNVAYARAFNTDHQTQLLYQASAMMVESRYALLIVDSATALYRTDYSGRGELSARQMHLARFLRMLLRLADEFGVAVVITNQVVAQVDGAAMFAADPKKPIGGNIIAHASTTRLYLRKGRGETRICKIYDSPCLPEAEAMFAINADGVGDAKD
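Read-out basis: percent inhibition relative to plate controls and blanks / Assay system: human Rad51 nucleoprotein filaments preassembled on unlabelled ssDNA / Timing: filaments 15 min 37 °C, then compound 30 min / Control set: per-plate controls and blanks / Technique: fluorescence dequenching at 485/520 nm / Compound: 10 µM final, single point / Also added: Fluorescein- and BHQ1-tagged 47-mer duplex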
hK5 inh – kallikrein 5 (human) inhibition | inhibition, % at 5 µM | actives 0.59% (n = 210,000) | recombinant hK5, fluorogenic AMC substrate cleavage;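 active = inhibition of 40% or more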;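 also: 0% = enzyme controls without compound and 100% = no-enzyme blanks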
Target sequence (Q9Y337 67-293 limits assumed): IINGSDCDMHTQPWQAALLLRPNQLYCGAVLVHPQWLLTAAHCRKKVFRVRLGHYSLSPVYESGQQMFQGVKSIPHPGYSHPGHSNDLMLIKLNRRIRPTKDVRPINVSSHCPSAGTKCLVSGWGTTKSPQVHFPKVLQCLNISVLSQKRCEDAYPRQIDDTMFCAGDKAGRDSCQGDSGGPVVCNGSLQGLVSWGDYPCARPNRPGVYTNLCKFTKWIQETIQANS
FXIIa inh – inhibitors of human coagulation factor XIIa; purified FXIIa, Boc-QGR-AMC fluorogenic substrate, 2 h; inhibition, % at 5 µM; actives 0.3% (n = 220,000); AID 800; in the data active = inhibition above about 40%;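 also: 0% = enzyme with no compound and 100% = blank without enzyme; many of its hits are not listed in these tables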
KCC2 mod – modulators of human KCC2 chloride dependent transport; B-score of Tl+ flux slope (higher = more flux/activation; lower = inhibition) at 10 µM; KCC2 cells, thallium flux FluoZin-2 fluorescence; actives 2.2% (n = 190,000); Q9H2X9;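 active = thallium flux slope and its plate-corrected score both differing from the plate sample mean at a set confidence after two filtering rounds, in either direction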;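 also: slope of fluorescence scaled to starting intensity during 10 to 20 s after thallium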
zVAD death inh – L929 zVAD cell death inhibition; viability rescue, % at 10 µM; L929 zVAD necroptosis rescue, ATP luminescence, 24 h; with zVAD 60 µM; AID 1377; actives 0.38% (n = 220,000);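 active = activation, scaled between plate controls, above about 75%, limit read from the data; inactive = activation under that limit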;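 also: 0% = zVAD with DMSO and 100% = DMSO alone without zVAD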
* marks the source's active call; other numbers are inactive results; x = no result given; & = joins results of further samples. These rows are one share of the data; rates above refer to the full screens.

SMILES | Thrombin inh | Hck-Nef inh | TNF necrop inh | FXIa inh | Rad51 HR inh | hK5 inh | FXIIa inh | KCC2 mod | zVAD death inh
CC(NC(=O)Cn1c(NCCO)nc2ccccc21)C1CC2CCC1C2 (stereo unspecified) | 7 | 18 | 1.4 | 30 | 8 | 26 | 24 | -0.99 | 1.1
Cn1c(=O)n(C)c(=O)n(CC(=O)N2CCCCC2)c1=O | 5 | 5 | -1.3 | 12 | -13 | -6 | 25 | 0.23 | -0.8
CCc1ccc(Nc2ncc3c(n2)CC(C)CC3=O)cc1 (stereo unspecified) | 0 | 16 | 0.2 | -6 | -4 | 0 | 5 | 0.44 | 21
O=C(O)c1cc(N2C(=O)CCC2=O)ccc1NCc1cccnc1 | 1 | 32 | 0.4 | 1 | 4 | 1 | 8 | 0.093 | -0.6
CCOC(=O)C1C2C=CC3(CN(c4ccccc4CC)C(=O)C13)O2 (stereo unspecified) | x | 1 | -1.8 | x | 3 | x | x | 1.5 | -0.3
N#CCSc1nc2scc(-c3cccs3)c2c(=O)n1CCc1ccccc1 | -11 | 1 | -0.8 | 5 | 0 | 1 | 1 | x | -0.1
O=C(Nc1nc2c(s1)CCCC2)c1ccc(Br)o1 | -7 | 0 | -1.5 | -5 | 1 | -16 | -5 | x | 14
Cc1ccc2c(c1)NC(=O)CC(c1ccccc1)=N2 | -6 | 17 | 0.2 | 7 | -3 | -6 | 14 | -0.7 | -0.7
CCOc1cc(C(=O)Nc2ccc(N3CCOCC3)cc2)cc(Br)c1OC | -2 | 24 | 1.2 | 0 | 12 | -6 | 11 | -0.081 | 4.9
N#C/C(=C\c1cc([N+](=O)[O-])ccc1Cl)C(N)=O | 2 | -1 | -7.0 | 0 | -1 | 4 | 12 | 0.3 | -1.8
CCCn1nnnc1NCc1c(Cl)cccc1Cl | -8 | 17 | 0.4 | 4 | 27 | 4 | 9 | -0.72 | 1.4
CN1CCN(Cc2nc3c(c(=O)n(C)c(=O)n3C)n2Cc2cccc3ccccc23)CC1 | -7 | 1 | -6.1 | -9 | 4 | -10 | 2 | 0.91 | 0.0
O=C(CSCc1ccc(F)cc1)N1CCN(c2ccc(F)cc2)CC1 | 2 | 2 | 1.5 | 3 | 4 | -7 | 13 | -3.6* | -0.1
COc1cccc(NC(=O)C(c2ccccc2)N2CCCC2)c1 (stereo unspecified) | 36 | 13 | 0.6 | 25 | -3 | 29 | 20 | 1.1 | -0.2
CCc1ccc2[nH]c(=O)c(C(c3nnnn3CCOC)N3CCN(c4ccc(F)cc4)CC3)cc2c1 (stereo unspecified) | 1 | 2 | -4.3 | 3 | 5 | -4 | 21 | -1.3 | -0.4
N#CCn1cc(/C=N/NC(=O)c2cc3c(ccc4ccccc43)o2)c2ccccc21 | 4 | 26 | -11 | 9 | -13 | 11 | 12 | 1.2 | 0.1
CCN1C(=O)CC(N2CCC(C(=O)OC)CC2)C1=O (stereo unspecified) | -7 | 9 | -1.0 | -1 | x | -1 | 0 | -0.039 | -0.2
CN(C)C(=S)NCc1ccccc1 | -5 | -1 | 0.1 | -3 | -2 | -9 | 11 | 1 | 0.2
Cc1nc2ccccn2c1-c1ccnn1S(=O)(=O)c1ccc(F)cc1 | -4 | -55 | -0.7 | 5 | -7 | 2 | 7 | -1.6 | 29
C#CCOC(=O)C[N+](C)(C)C/C=C/c1ccccc1 | -5 | 8 | 0.7 | 33 | -24 | 28 | 28 | 1.1 | -0.8
Cc1csc2c(NCCCN3CCOCC3)ncnc12 | -4 | 13 | 1.3 | 1 | 18 | -2 | 7 | 0.086 | 0.5
CC(C)N1CCc2c(sc(N)c2C#N)C1 | 0 | x | x | -8 | x | -39 | -6 | x | x
CSc1nc(Cc2ccccc2)nc2ccccc12 | 3 | 11 | 1.3 | 4 | -5 | 10 | 7 | 0.011 | 1.2
Cc1ccccc1Oc1nc2c(C)cccn2c(=O)c1/C=C(\C#N)C(=O)NC1CCS(=O)(=O)C1 (stereo unspecified) | -8 | 9 | -13 | 4 | 1 | -6 | 4 | 0.39 | -0.5
Cc1ccc(NC(=O)CSc2nc3ccccc3c3nc(CCc4c(C)n[nH]c4C)nn23)cc1F | -4 | 48 | 2.6 | -2 | -9 | -6 | 7 | 0.015 | 0.1
(further entries)
SMILES | Thrombin inh | Hck-Nef inh | TNF necrop inh | FXIa inh | Rad51 HR inh | hK5 inh | FXIIa inh | KCC2 mod | zVAD death inh
CCCC(c1nnnn1CCOC)N1CCN(Cc2ccccc2)CC1 (stereo unspecified) | 6 | 0 | -0.4 | 6 | 2 | 4 | 10 | x | 0.2
CCN(CC)CCOC(=O)c1cccc(Cl)c1 | -5 | -1 | 2.3 | -9 | 4 | -12 | 8 | 0.68 | 1.1
CC1(C)CC(=O)C2=C(C1)Nc1cc(C(=O)c3ccccc3)ccc1NC2c1ccccn1 (stereo unspecified) | 0 | 2 | 1.1 | 5 | 7 | -7 | 4 | 0 | 0.5
Cc1ccc(C(=O)CC2(O)C(=O)Nc3ccccc32)s1 (stereo unspecified) | 4 | -11 | -0.4 | 0 | -4 | -5 | 14 | -0.017 | -0.4
Cc1c(C(=O)N2CCN(c3ccccc3F)CC2)sc2nc(-c3ccccc3)cn12 | -6 | 0 | 0.0 | 0 | 1 | -2 | -4 | x | 6.4
O=C(Cn1c[n+](CC(=O)c2ccc([N+](=O)[O-])cc2)cn1)c1ccc([N+](=O)[O-])cc1 | -4 | 21&-10 | -6.7&-1.6 | -4 | 4&9 | -2 | 2 | -0.29&1.3 | 0.1&-0.2
Cc1ccc(-c2csc3ncnc(SCC(=O)NCc4ccc5c(c4)OCO5)c23)cc1 | 1 | -1 | -10 | -12 | 3 | -15 | 0 | x | -0.4
O=C(NNC(=O)c1ccc(NC(=O)c2ccccc2)cc1)c1ccccc1 | -12 | -8 | 0.8 | -6 | 4 | -6 | -2 | 0.14 | 2.3
Nn1c(SCC(=O)NCCC2=CCCCC2)nnc1C1CCCCC1 | -9 | 2 | -0.4 | 2 | 10 | -16 | 18 | 0.83 | 0.0
N#C/C(=C\c1ccc(N2CCOCC2)o1)c1ccccc1 | 18 | -1 | -7.3 | 13 | -3 | 6 | 14 | -0.62 | 0.0
CCOC(=O)c1c(C)oc2cc3c(C(=O)OCC)c(C)oc3cc12 | x | 14 | -0.1 | x | x | x | x | 0.65 | 0.4
Cc1ccc(S(=O)(=O)NCCC(=O)Nc2nccs2)cc1 | -9 | -12 | 9.8 | -6 | 1 | -3 | -1 | 0.88 | 3.7
CCn1cc[n+](C)c1P(c1ccccc1)c1ccccc1 | 0 | 1 | 0.1 | 24 | 2 | -2 | 29 | 2.4 | 0.5
NC(=O)c1ccc(N2CCOCC2)nc1 | 4 | 3 | 0.6 | -3 | -50 | -5 | 4 | 0.076 | 0.4
C/C(CC(=O)Nc1cc(C)ccn1)=N\NC(=O)c1ccc(C)cc1 | 11 | 25 | 3.1 | -4 | -1 | 13 | 3 | x | 0.6
C=CCn1c(SCCCc2ccccc2)nc2c1c(=O)[nH]c(=O)n2C | -2 | -1 | -3.9 | -1 | x | -1 | 16 | -3.7* | 0.4
COc1ccccc1NC(=O)c1coc(=O)c(Br)c1 | -9 | 39 | -23 | -4 | 10 | -4 | 4 | -0.59 | -1.0
N#C/C(=N/O)c1nc(-c2ccc(F)cc2)cs1 | -1 | 4 | 0.8 | 2 | x | -9 | 8 | 2.6 | x
Cc1c(CCCN)c2ccccc2n1Cc1ccccc1 | -11 | 20 | 2.7 | -7 | -9 | -3 | 3 | x | 1.8
O=C(NCc1ccco1)c1ccc(COCC(F)(F)C(F)F)cc1 | -3 | 0 | 1.5 | -3 | -3 | 6 | 12 | -0.082 | 0.7
Cc1cccc(OCc2nc(C)cc(=O)[nH]2)c1 | -7 | 6 | -0.8 | -5 | x | 20 | -2 | -0.38 | 0.2
O=C(NCCc1ccccc1)N1c2ccccc2Sc2ccccc21 | -5 | -1 | -3.7 | -2 | -2 | 18 | 10 | -0.52 | 1.4
CCCC(=O)c1ccc(N2CCOCC2)c(F)c1 | -7 | 0 | -0.5 | -8 | 9 | -2 | -1 | 0.0035 | -0.1
O=[N+]([O-])c1ccc(N2CCNCC2)cc1Sc1nc2ccccc2[nH]1 | -11 | 5 | -8.9 | 25 | -5 | -11 | 25 | -0.33 | 2.2
CCOC(=O)C1CCCN(C(=O)c2ccc(CS(=O)(=O)c3ccc(Br)cc3)o2)C1 (stereo unspecified) | -11 | -8 | 0.3 | -8 | -7 | -9 | 1 | -1.6 | 0.5
Remaining list, next part.
SMILES | Thrombin inh | Hck-Nef inh | TNF necrop inh | FXIa inh | Rad51 HR inh | hK5 inh | FXIIa inh | KCC2 mod | zVAD death inh
COC(=O)CSc1nnc(-c2ccc(S(=O)(=O)N3CCCC3)cc2)n1C | -3 | 0 | -0.4 | -2 | 2 | 10 | 10 | 1.2 | 0.1
COc1ccc(Cl)cc1NC(=O)C(OC)c1ccccc1 (stereo unspecified) | 1 | 15 | 1.4 | 0 | -2 | 5 | 7 | -1.3 | -0.2
OC(COc1ccccc1CNCc1cccnc1)CN1CCc2ccccc2C1 (stereo unspecified) | -2 | 7 | 3.3 | -4 | x | x | 4 | -0.0072 | 0.0
CCOC(=O)c1cnc(SC2CCc3ccccc3C2=O)nc1N (stereo unspecified) | -5 | 1 | -1.2 | 0 | 1 | -22 | 9 | -2.6 | 0.2
CCOC(=O)C1=C(C)N=C2SC(CC)C(=O)N2C1c1cccc(F)c1 (stereo unspecified) | -3 | 0 | -0.2 | 3 | -7 | -1 | 15 | x | 0.1
CC(=O)C1=C(C)NC(=O)NC1c1cc(Br)ccc1OCC#N (stereo unspecified) | -4 | 5 | -3.8 | 3 | -2 | -4 | 12 | -0.42 | -0.6
Cc1ccc(S(=O)(=O)NNC(=O)CCC(=O)Nc2ccc(C)c(C)c2)cc1 | -1 | 1 | -3.3 | -3 | -4 | -2 | 5 | x | 1.7
Cc1cc(C)nc(NS(=O)(=O)c2ccc(NC(=S)NC(=O)c3cccnc3)cc2)n1 | 2 | 11 | -1.3 | -6 | -12 | -2 | 4 | -0.84 | -0.3
CSC1=NCCN1S(=O)(=O)c1ccc(NC(C)=O)cc1 | -5 | -11 | 1.3 | -6 | -30 | -9 | -5 | 0.15 | 1.7
Cc1occc1C(=O)Nc1cc(=O)n(C)c(=O)n1C | -1 | -10 | 1.1 | -5 | 1 | -9 | 6 | 0.57 | x
CN(CCNC(=O)c1cc2c(=O)n(C)c3ccccc3c2n1C)Cc1ccccc1 | 16 | 5 | -1.2 | 5 | -5 | 13 | 10 | -1.3 | 64

KCC2 mod: hit marks shown above
| compound | Thrombin inh | Hck-Nef inh | FXIa inh | Rad51 HR inh | hK5 inh | FXIIa inh | KCC2 mod |
| --- | --- | --- | --- | --- | --- | --- | --- |
| O=C(CSCc1ccc(F)cc1)N1CCN(c2ccc(F)cc2)CC1 | 2 | 2 | 3 | 4 | -7 | 13 | -3.6* |
| C=CCn1c(SCCCc2ccccc2)nc2c1c(=O)[nH]c(=O)n2C | -2 | -1 | -1 | x | -1 | 16 | -3.7* |

2 consecutive compounds from above, for reference:
SMILES | Thrombin inh | Hck-Nef inh | TNF necrop inh | FXIa inh | Rad51 HR inh | hK5 inh | FXIIa inh | KCC2 mod | zVAD death inh
CC(NC(=O)Cn1c(NCCO)nc2ccccc21)C1CC2CCC1C2 (stereo unspecified) | 7 | 18 | 1.4 | 30 | 8 | 26 | 24 | -0.99 | 1.1
Cn1c(=O)n(C)c(=O)n(CC(=O)N2CCCCC2)c1=O | 5 | 5 | -1.3 | 12 | -13 | -6 | 25 | 0.23 | -0.8
